# Screening results deposited in PubChem BioAssay by National Center for Advancing Translational Sciences (NCATS).
# Rab9 promoter act = activates the Rab9 promoter. Huh7 Rab9 promoter-luciferase reporter, luminescence, 24 h. Potency, µM (series often up to 9.22 µM), for the others: top-dose activation, negative = inhibition, most hits filed as activators. 2.8% of 320,000 active; also: % of control where 0% means no effect; nearly all actives have a fitted effect of over 60% in size
#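 Stable Rab9-luc Huh7, 1500 cells/well, 2 h settle; cmpd in DMSO, 24 h, 37 °C/5% CO2; luciferase reagent 10 min RT; luminescence.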
# NPC1 promoter act = NPC1 promoter activation | Huh7 NPC1 promoter luciferase reporter, 24 h | Potency, µM (highest dose often 9.22 µM), for the others: top-dose activation, usual class: activators | 2.4% of 320,000 active;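 also: % of control where 0% means no effect; nearly all actives have a fitted effect of over 60% in size; reporter is driven by a mutant NPC1 promoter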
#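 Luminescence from an NPC1 promoter-driven luciferase reporter in stably transfected Huh7 cells was measured after 24 h compound treatment at 37 °C, followed by 10 min ambient incubation with luciferase detection reagent.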
# p53 reactivation = mutant p53 re-activation in reporter cells. H1299 p53-A138V BP100-luciferase reporter, luminescence, 24 h. Potency, µM (series often up to 92.2 µM), for inactives: top-dose activity change, positive = activation, usual class: activators. 0.063% of 320,000 active. AID 504706; also: % of control where 0% means no effect; nearly all actives have a fitted effect of over 45% in size
#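 H1299 (p53-null), stable ts p53-A138V + BP100-Luc; 1000 cells/well, Opti-MEM/10% FBS; cpd 4 pt, 1:5; 24 h, 37 deg C, 5% CO2; detection reagent 10 min RT; luminescence.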
# uPA generation = inhibitors of cell surface uPA generation; 0.31% of 330,000 active; AID 540303; Potency, µM (series often up to 38.3 µM), for inactives: at the highest dose activity change, negative = inhibition, usual class: inhibitors; cell surface uPA generation assay, qHTS; active = well fitted inhibition curve with a large enough effect; inconclusive = small, poorly fitted or top-dose-only effect; inactive = no such curve, though single readings can be large or run the other way; tested in mouse RAW 264.7 cells; also: % is scaled to controls: 0 for no effect and ±100 for the full control effect; nearly all actives have a fitted effect of over 55% in size
# BRCA1 expr up = BRCA1 expression activation. MCF7-BRCA1-FFLuc reporter, luminescence, 48 h; response scale: scaled: vehicle 0%, 10 µM genistein 100%. Potency, µM (doses to about 46.1 µM), for the others: at the highest dose activation, actives largely listed as activators. 1.1% of 380,000 active; also: nearly all actives have a fitted effect of over 80% in size; some results filed as inactive show a strong effect at the top dose
#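 First, MCF7-BRCA1-FFLuc cells (2000/well) attach for 2 h; next, compounds are pin-added and incubated 48 h at 37 °C; finally, luciferase reagent is added and luminescence read after 15 min.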
# MBNL1-CUG inh = blocks human MBNL1 binding to CUG repeat RNA; Q9NR56; TR-FRET MBNL1-His/biotin-(CUG)12 binding, 665/545 ratio; 0.036% of 280,000 active; AID 2675; Potency, µM (titrated, usually from 57.5 µM), for inactives: at the highest dose activity change, negative = inhibition, hits mostly inhibitors; active = well fitted inhibition curve with a large enough effect in the signal ratio, with a control signal flat, not every such curve was filed as active; inconclusive = small, poorly fitted or top-dose-only effect, or effect the other way, or a change in a side signal; inactive = no such curve, though single readings can be large or run the other way; the % refers to the signal ratio; also: % is scaled to controls: 0 for no effect and ±100 for the full control effect
#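 Compounds (final 92 nM to 58 uM) are added to His-tagged MBNL1 and biotin-(CUG)12, then terbium anti-His antibody and streptavidin-XL665 (5 nM final). After 60 min at room temperature, the 665/545 nm ratio is read.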
# CXXC DNA block = blocks binding of human MLL CXXC domain to DNA; Q03164; MLL-CXXC / FITC-HOXA9 DNA fluorescence polarization; Potency, µM (series often up to 115 µM), without a hit: top-dose activity change, negative = inhibition, usual class: inhibitors; 0.037% of 290,000 active; AID 2662; active = well fitted inhibition curve with a large enough effect in the polarisation, with a control signal flat, not every such curve was filed as active; inconclusive = small, poorly fitted or top-dose-only effect, or effect the other way, or a change in a side signal; inactive = no such curve, though single readings can be large or run the other way; the % refers to the polarisation
#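 Steps: dispense CXXC domain solution (7 uM) → pin compounds or unlabeled HOX-A9 DNA control → 5 min ambient → add FLSN-HOX-A9 solution (50 nM) → spin → 30 min ambient → fluorescence polarization. Tris pH 7.5/NaCl/DTT/BSA buffer.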
# ELG1 genotox = genotoxicity induction in ELG1-luciferase HEK293T cells. HEK293T ELG1-luciferase reporter, luminescence, 16 h. Potency, µM (series often up to 46 µM), for the others: at the top dose activity change, positive = activation, usual class: activators. 1.3% of 330,000 active. AID 504466; also: % of control where 0% means no effect; nearly all actives have a fitted effect of over 60% in size
#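 Reporter readout depends on ELG1 protein level, which increases with genetic stress. After 16 hr compound exposure at 37 °C, luciferase activity was quantified using ONE-Glo.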
# VP16 counter = Gal4-VP16 reporter inhibition counter-screen. Drosophila S2 Gal4-VP16 UAS-luciferase, luminescence, 20 h. Potency, µM (series often up to 53.6 µM), without a hit: at the top dose activity, negative = inhibition, usual class: inhibitors. 3.5% of 310,000 active. AID 2546;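 also: Gal4-VP16 expression switched on by copper sulfate through the metallothionein promoter; % is scaled to controls: 0 for no effect and ±100 for the full control effect; nearly all actives have a fitted effect of over 50% in size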
# RORgamma inh = blocks mouse ROR gamma transcriptional activity | Drosophila S2 Gal4-RORgamma UAS-luciferase reporter, 20 h | Potency, µM (titrated, usually from 53.6 µM), for inactives: at the highest dose activity change, negative = inhibition, hits mostly inhibitors | 5.4% of 310,000 active; also: % is scaled to controls: 0 for no effect and ±100 for the full control effect; nearly all actives have a fitted effect of over 60% in size
#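 Luminescence from a UAS-regulated Photinus luciferase reporter in stably transfected Drosophila Schneider cells is measured; decreased signal marks ROR gamma inhibition. Fusion expression is induced by 700 uM copper sulfate for 20 hr.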
# FLuc modulator = counter-screen for miR-21 project: firefly luciferase inhibitors or activators. Potency, µM (titrated, usually from 57.5 µM), without a hit: at the top dose activity change, negative = inhibition, usual class: inhibitors. 6.9% of 360,000 active. purified FLuc, Km substrates, luminescence inhibition. P08659. AID 588342;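 also: plate controls were vehicle for no effect and reference inhibitor for full effect; nearly all actives have a fitted effect of over 55% in size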
#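 Purified P. pyralis luciferase (10nM final) with 10uM D-luciferin and 10uM ATP (Km levels) in 50mM Tris acetate pH 7.5, 10mM Mg acetate, 0.01% Tween-20, 0.05% BSA; qHTS 6-point titration, ~60 µM downward; luminescence read.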
# * = called active by the depositor; ? = inconclusive; . = not tested or not shown; & = joins results of further samples; [ ] = remark or other dose. Unless noted, calls follow the shape of the dose curve; as a rule, active = well fitted curve in the direction sought with a large enough effect; inconclusive = small, poorly fitted or top-dose-only effect, or another doubt; inactive = no such curve, though single readings can be large; an effect the other way counts as inactive or inconclusive. Potency is read from the fitted curve at half-maximal effect.
SMILES,Rab9 promoter act,NPC1 promoter act,p53 reactivation,uPA generation,BRCA1 expr up,MBNL1-CUG inh,CXXC DNA block,ELG1 genotox,VP16 counter,RORgamma inh,FLuc modulator
Oc1ccc(CC2(N3CCCC3)CCCCC2)cc1,-5%,-6%,14%,-15%,0%,-3%,-1%,-1%,6%,0%,2%
O=[N+]([O-])c1ccc([N+](=O)[O-])c(Nc2ccc(N3CCOCC3)cc2)c1,-6%,-3%,-2%,?,22%,?,-8%,-1%,-7%,18%,0%
CCCCn1c(=O)c(C(=O)Nc2ccccc2F)c(O)c2ccccc21,4%,6%,10%,-1%,-7%,-3%,-2%,3%,?,?,0%
O=C(Cc1ccccc1)Oc1ccc(N2C(=O)C3CCCCC3C2=O)cc1 (configuration not stated),2%,0%,-1%,4%,8%,?,58%[activator],7%,4%,?,-11%
CC(=NCc1ccc(F)cc1)c1c(O)n(C)c(=O)n(C)c1=O,4%,-2%,?,-1%,-27%,-12%,-3%,0%,1%,?,1%
COc1ccc2[nH]c(C)c(CCN3CCC(=O)C(C)C3C)c2c1 (configuration not stated),2%,-3%,3%,-3%,-5%,-9%,-3%,-2%,-1%,-15%,15%
CN(C)c1cccc2c(C#N)ccc(N(C)C)c12,-7%,1%,2%,-4%,1%,9%,5%,-4%,0%,-7%,0%
Cc1nc2cc(C(F)(F)F)ccc2n1C1CCN(Cc2nnnn2CCc2ccccc2)CC1,2%,-5%,-12%,-1%,-53%,-4%,2%,-7%,3%,?,3%
CCOC(=O)C1(c2ccccc2)CCN(CCC(=O)Nc2ccccc2OC)CC1,-3%,-2%,-5%,-2%,-42%,1%,-5%,-6%,8%,4%,-1%
COc1ccc(N2C(=O)/C(=C/c3ccc(C)o3)C(=O)NC2=S)c(OC)c1,-2%,-3%,23%,-11%,12%,-3%,-14%,-2%,2%,-31%,?
Cc1ccccc1OCCN=Cc1c(O)n(C)c(=O)n(C)c1=O,-10%,-4%,-6%,2%,.,2%,4%,-9%,-14%,?,2%
Cc1cccn2c(=O)c3c(nc12)N1CCCCCC1C1(C3)C(=O)N(C)C(=O)N(C)C1=O (configuration not stated),-6%,-2%,-6%,-3%,-17%,.,-2%,2%,-3%,4%,-1%
CCN1CCN(Cc2cc(OC)c3c(c2)OCO3)CC1,2%,-2%,.,20%,6%,1%,-4%,1%,-3%,0%,4%
Cc1ccccc1CN1CCCN(Cc2ccc(Cl)cc2)S1(=O)=O,-3%,-2%,-5%,3%,-34%,-4%,26%,-1%,-4%,16%,0%
CC(C)[C@H]1C(=O)O[C@H](C(C)C)C(=O)N(C)[C@@H](C(C)C)C(=O)O[C@H](C(C)C)C(=O)N(C)[C@@H](C(C)C)C(=O)O[C@H](C(C)C)C(=O)N1C,-47%[inhibitor],-37%[inhibitor],6%,?,-37%,0%,-20%,-9%,?,?,0%
CCCC12CN3CC(CCC)(CN(C1)C3c1ccccn1)C2=O (configuration not stated),2%,-1%,0%,.,-27%,-4%,-1%,-3%,-24%,-26%,-1%&0%
CC12CCC3C(CC=C4CC(O)CCC43C)C1C/C(=C\c1ccccc1F)C2=O (configuration not stated),2%,-2%,1%,6%,-60%,-3%,2%,-2%,-17%,?,2%
CN1CCN(c2ncnc(Cl)c2N)CC1,-22%,-13%,1%,6%,-1%,3%,1%,2%,10%,2%,0%
N#CC1=C(N)Oc2c(c(=O)sc3ccccc23)C1c1ccncc1 (configuration not stated),-2%,-3%,0%,-8%,-76%,19%,-9%,2%,-10%,?,-18%
COc1ccc(C(=O)N2CCC3(CC2)OCCO3)cc1,-5%,-3%,-11%,-2%,2%,-5%,-8%,0%,1%,-2%,-1%
CN1C(=O)/C(=C\c2ccc(Br)s2)C(=O)NC1=S,1%,1%,-11%,0%,-31%,11%,?,11%,?,?,?
CN(C)C(=O)Oc1ccc(-c2nnco2)cc1,-3%,1%,10%,-9%,22%,-2%,-9%,-5%,4%,33%,-12%
Cc1ccc(Cn2nc(C)c(C=O)c2Cl)cc1,-3%,-2%,9%,-4%,-5%,1%,11%,-1%,-11%,0%,-8%
O=C1CN=C(c2cccs2)c2c(sc3c2CCCC3)N1,-4%,-18%,0%,.,-77%,-4%,8%,-7%,-5%,-23%,7%

# Among those listed so far, these contain a Cl atom.
SMILES,Rab9 promoter act,NPC1 promoter act,p53 reactivation,uPA generation,BRCA1 expr up,MBNL1-CUG inh,CXXC DNA block,ELG1 genotox,VP16 counter,RORgamma inh,FLuc modulator
Cc1ccccc1CN1CCCN(Cc2ccc(Cl)cc2)S1(=O)=O,-3%,-2%,-5%,3%,-34%,-4%,26%,-1%,-4%,16%,0%
CN1CCN(c2ncnc(Cl)c2N)CC1,-22%,-13%,1%,6%,-1%,3%,1%,2%,10%,2%,0%
Cc1ccc(Cn2nc(C)c(C=O)c2Cl)cc1,-3%,-2%,9%,-4%,-5%,1%,11%,-1%,-11%,0%,-8%

# Further results:
SMILES,Rab9 promoter act,NPC1 promoter act,p53 reactivation,uPA generation,BRCA1 expr up,MBNL1-CUG inh,CXXC DNA block,ELG1 genotox,VP16 counter,RORgamma inh,FLuc modulator
COC(=O)C1=C(c2ccc(OC(F)(F)F)cc2)C[C@@H]2CC[C@H]1N2C(=O)NCc1ccc(F)cc1,-3%,-1%,-14%,-1%,0%,.,.,-3%,.,.,2%
O=C(Nc1ccc(Cl)cc1)C1CCN(C(=O)c2cccs2)CC1,0%,-2%,-4%,-1%,-4%,2%,6%,-4%,2%,?,5%
COC(=O)C1=C(c2ccc(F)cc2F)C[C@@H]2CC[C@H]1N2C(=O)NCc1ccc2c(c1)OCO2,-5%,-5%,-15%,1%,0%,.,.,1%,.,.,7%
O=C(C[N+]12CCC(CC1)C(CO)C2)c1ccc([N+](=O)[O-])cc1 (configuration not stated),-8%,-1%,0%,0%,4%,?,-7%,-8%,-16%,6%,-1%
OCCNc1c2c(nc3ccccc13)CCCC2,-10%,-1%,16%,2%,-1%,-10%,4%,-4%,1%,-3%,3%
Oc1ccc(-c2cn3ccccc3n2)cc1O,?,27%,?,?,?,-3%,-1%,13µM*,-24%,-40%,12µM*
OCC12CO[C@@H]3c4ccccc4[C@H](OC1)N32 (some centres not stated),2%,-5%,-3%,-1%,2%,0%,-1%,-5%,0%,4%,13%
CCC1=Nc2cc(C(=O)N3CCC4(CC3)OCCO4)ccc2Sc2ccccc21,-7%,0%,5%,3%,-15%,0%,1%,0%[9.26 µM],-1%,24%,4%
COc1ccc(-n2c(C)nc3ccccc3c2=O)c([N+](=O)[O-])c1,-2%,-2%,-12%,2%,7%,?,4%,-13%,-11%,0%,-1%
COC(=O)N1CCN(C(=O)Cc2ccc(Cl)c(Cl)c2)C(CN2CCCC2)C1 (configuration not stated),4%[46.1 µM],3%[46.1 µM],.,.,.,6%,10%&-6%,.,-11%,2%,5%

# Just ELG1 genotox, for two of the compounds above:
SMILES,ELG1 genotox
OCC12CO[C@@H]3c4ccccc4[C@H](OC1)N32 (some centres not stated),-5%
CCC1=Nc2cc(C(=O)N3CCC4(CC3)OCCO4)ccc2Sc2ccccc21,0%[9.26 µM]

# Only part of the results is shown; rates above refer to the full screens.
